High-throughput results deposited in PubChem BioAssay by several laboratories.
RBBP9 inh: blocks human serine hydrolase RBBP9; O75884; inhibition, % at 7.94 µM; 220,000 tested, 0.2% active; recombinant RBBP9, FP-Rh probe fluorescence polarization;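 active = inhibition above the campaign mean of all tested compounds plus 3 SD, cut at about 14% in these data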;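 also: plate controls were DMSO wells with RBBP9 for no effect and wells lacking RBBP9 protein for full effect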
Target sequence (O75884 whole entry, looked up): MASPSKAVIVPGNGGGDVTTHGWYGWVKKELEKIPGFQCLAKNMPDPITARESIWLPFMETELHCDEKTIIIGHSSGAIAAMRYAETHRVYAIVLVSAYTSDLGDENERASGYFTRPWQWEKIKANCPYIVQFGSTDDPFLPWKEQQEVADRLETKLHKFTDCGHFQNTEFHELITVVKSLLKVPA
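System: RBBP9 protein / Buffer or medium: Tris/NaCl buffer pH 8.0 with 0.1% Pluronic / Probe or stimulus: Serine-hydrolase probe FP-Rh, 375 nM pre-mixing / Dosing: 7.94 µM single dose, 0.794% DMSO / Times: enzyme-compound preincubation 30 min, then probe labeling 45 min, 25 °C / Technique: fluorescence polarization (mP), excitation 525 nm, emission 598 nm / Replication: singlicate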
p97 inhibitor: blocks human p97 ATPase activity. recombinant p97 ATPase, Kinase-Glo ATP luminescence, 3 h. inhibition, % at 8 µM. AID 1481. 220,000 tested, 0.42% active. P55072; in the data active = inhibition above about 15%;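 also: 0% = DMSO vehicle and 100% = wells lacking enzyme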
p47phox inh: blocks human p47phox regulatory protein of NADPH oxidases; p47phox/p22phox peptide binding, fluorescence polarization, 2 h; inhibition, % at 24.7 µM; 220,000 tested, 0.53% active;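 active = inhibition above about 30%, limit read from the data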;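 also: 0% = p47phox with labelled peptide and 100% = labelled peptide alone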
PGE2 EP2 inh: EP2 receptor (human) inhibition | P43116 | C6 glioma cells expressing human EP2, cAMP TR-FRET; cells stimulated with saturating PGE2 | inhibition, % at 25 µM | 260,000 tested, 0.52% active | AID 1422;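 active = percent inhibition above 40 after rounding to a whole number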;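 also: rat C6 glioma host cells with rolipram phosphodiesterase inhibitor present; the protocol text gives 20 µM as final concentration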
PPC-1+TRAIL kill: PPC-1 cancer cell killing with TRAIL present; AID 1443; PPC-1 cells + TRAIL, ATPLite viability luminescence; 220,000 tested, 0.41% active; cell killing (% activity), % at 4 µM;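 active = cell killing above 50% in the first pass at 4 µM, then a duplicate retest at 5 µM averaging 50% or more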;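 also: plate controls were cells with TRAIL plus DMSO for no effect and medium-only wells lacking cells for full effect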
Ba/F3 V617F tox: lowers viability of Ba/F3 cells expressing EpoR and JAK2V617F; 220,000 tested, 1.1% active; ATP luminescence; inhibition, % at 5.6 µM;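 active = inhibition above the campaign mean plus 3 SD over all tested compounds, cut at about 24% in these data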;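 also: cytokine-independent growth of Ba/F3 cells driven by EpoR plus mutant JAK2; 0% = DMSO-treated cells and 100% = JAK inhibitor I control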
BaF3 parental: counter-screen for JAK2V617F inhibitors: parental Ba/F3 viability inhibitors. inhibition, % at 5.6 µM. CellTiter-Glo ATP luminescence. 220,000 tested, 1.1% active. AID 1486;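 active = inhibition above a per-campaign cutoff, the mean inhibition of all tested compounds plus 3 SD, cut at about 27% in these data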;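 also: 0% = DMSO wells and 100% = JAK Inhibitor I control wells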
TbHK1 inh: T. brucei hexokinase 1 inhibition. recombinant TbHK1, G6PDH-coupled NADH A340. inhibition, % at 10 µM. 220,000 tested, 0.11% active;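 active = inhibition of 50% or more in the single-dose primary screen; inactive = inhibition below 50%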
Furin inhibitor: blocks human furin protease activity. inhibition, % at 30 µM. purified furin, fluorogenic substrate cleavage. P09958. 220,000 tested, 0.061% active. AID 463115; in the data active = inhibition above about 25%; also: inactives centre near -15
Target sequence (P09958 108-714 limits assumed): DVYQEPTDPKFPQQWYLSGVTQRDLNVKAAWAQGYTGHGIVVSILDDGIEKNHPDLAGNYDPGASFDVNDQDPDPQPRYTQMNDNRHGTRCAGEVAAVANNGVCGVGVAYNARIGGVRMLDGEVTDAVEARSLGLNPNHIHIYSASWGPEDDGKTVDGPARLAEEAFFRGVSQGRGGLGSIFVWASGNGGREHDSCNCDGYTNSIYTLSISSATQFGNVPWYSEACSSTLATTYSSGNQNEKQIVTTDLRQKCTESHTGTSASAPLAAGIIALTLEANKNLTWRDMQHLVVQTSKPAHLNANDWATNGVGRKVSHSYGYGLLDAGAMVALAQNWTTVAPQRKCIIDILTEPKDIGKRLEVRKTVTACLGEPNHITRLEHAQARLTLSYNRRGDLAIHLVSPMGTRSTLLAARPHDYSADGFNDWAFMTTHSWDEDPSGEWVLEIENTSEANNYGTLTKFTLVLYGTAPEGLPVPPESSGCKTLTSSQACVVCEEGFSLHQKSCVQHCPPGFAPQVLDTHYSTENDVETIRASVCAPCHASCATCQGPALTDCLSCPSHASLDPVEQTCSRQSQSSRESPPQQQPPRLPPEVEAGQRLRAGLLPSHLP
* = called active by the depositor; nt = no result given; & = joins results of further samples; [ ] = remark or other dose. A portion of the library; the hit share may differ from the screen's.

SMILES | RBBP9 inh | p97 inhibitor | p47phox inh | PGE2 EP2 inh | PPC-1+TRAIL kill | Ba/F3 V617F tox | BaF3 parental | TbHK1 inh | Furin inhibitor
CCOc1ccccc1OCCOc1ccc(F)cc1 | -12 | 0 | 1 | 9 | 26 | -1 | 5 | 1 | -16[20 µM]
NC(=O)c1ccc(NC(=O)COC(=O)C2(c3cccc(F)c3)CCCC2)cc1 | -16 | -3 | -9 | 11 | 12 | -2 | 1 | -3 | -22
Cc1cnc(CN(C)Cc2c(C(=O)N3CCc4ccccc4C3)nc3ccc(Cl)cn23)[nH]1 | -8 | -5 | 0 | 2 | 8 | 3 | 8 | 2 | -10
COc1cc(/C=C2\SC(=S)N(Nc3ccccc3)C2=O)ccc1O | -66 | 8 | -186 | 17 | 12 | -2 | 4 | 5 | -28
CC1CCCCC1NC(=O)C1Cc2ccccc2CN1S(C)(=O)=O (stereo unspecified) | 7 | 3 | -12 | 7 | 4 | -2 | 7 | 1 | -12
Cc1ccc(/C=C/C(=O)NCCCn2ccnc2)cc1 | -2 | 5 | -5 | 7 | nt | -5 | 0 | 1 | -29
O=C(Nc1nc(-c2ccc3c(c2)OCO3)cs1)c1ccncc1 | -7 | 4 | -23 | 15 | 19 | 0 | 8 | 20 | -8
Cc1ccc(C)c(NC(=O)Cn2nnc(C(=O)NCc3cccs3)c2N)c1 | -10 | 3 | -33 | 7 | 2 | 2 | 0 | 4 | -25[20 µM]
CN(Cc1cn(C)nc1-c1ccccc1F)Cc1nccn1C | -6 | 1 | 1 | 7 | 16 | -2 | 4 | 0 | -17
Cc1onc(-c2c(Cl)cccc2Cl)c1-c1nc2cc(Cl)ccc2c(=O)o1 | 5 | 4 | -4 | 10 | 2 | 0 | -3 | -18 | -13
COc1ccc(Cn2c(=S)[nH]c3ccsc3c2=O)cc1 | 1 | 2 | -8 | 5 | 25 | 2 | 4 | 20 | -8
O=C(NC(=O)N1CCN(c2ccc(F)cc2)CC1)c1ccccc1 | -4 | 3 | -6 | 11 | 20 | 1 | 4 | -5 | -22[20 µM]
CCOc1ccccc1NC(=O)NCc1cccnc1 | 0 | 7 | 6 | 4 | 3 | 1 | 1 | 1 | -16
O=C(CN(c1ccc(Cl)cc1)S(=O)(=O)c1ccccc1)N1CCN(c2ccccc2)CC1 | 1 | 1 | -14 | 1 | 9 | -1 | 5 | -4 | -19[20 µM]
Fc1ccc(Br)cc1/C=N/n1cnnc1 | -2 | 5 | -8 | 8 | 29 | -5 | -3 | 1 | -20
O=C(NCc1ccc(N2CCCC2=O)cc1)c1cn(CCc2ccccc2)nn1 | -5 | 0 | -3 | 11 | 11 | -3 | 4 | -3 | -18
Cc1cccnc1NC(=O)Cn1nc(-c2ccccc2)oc1=S | -4 | 4 | -5 | 3 | 64* | 0 | 6 | 3 | -23
O=C(OCC(=O)N1CCOCC1)c1ccc2c(c1)OCCO2 | 0 | 0 | 5 | 14 | -5 | 1 | 3 | 1 | -21
C/C(N)=C(/C#N)C(=O)CSc1nc2ccccc2c(=O)n1CCCOC(C)C | -3 | -2 | -14 | 10 | 46 | 8 | 12 | 34 | 3
Cc1ccc(-c2ccc(/C=N/N=C3/NC(=O)C(CC(=O)O)S3)o2)c([N+](=O)[O-])c1 (stereo unspecified) | -4 | 4 | -12 | 3 | 22 | 3 | 4 | -54 | -1[20 µM]
Cn1c(N)c(S(=O)(=O)c2ccc(Br)cc2)c2nc3ccccc3nc21 | -7 | 0 | -6 | 10 | 3 | -1 | 4 | -9 | -15
O=C(OCC(F)(F)F)c1cccc(COc2ccc3ccccc3c2)c1 | -4 | -6 | -14 | 10 | 28 | 2 | 2 | 13 | -5[20 µM]
C/C(CC(=O)NCCCN1CCOCC1)=N\NC(=O)COc1cccc2ccccc12 | 1 | 5 | -5 | 10 | 12 | -4 | -2 | -3 | -10
CCOC(=O)c1[nH]c(C)c(C(=O)NCCc2ccc(OC)cc2)c1C | -7 | 1 | -2 | 10 | 0 | -2 | 0 | -4 | -18

Fetched by compound from the list above:
SMILES | RBBP9 inh | p97 inhibitor | p47phox inh | PGE2 EP2 inh | PPC-1+TRAIL kill | Ba/F3 V617F tox | BaF3 parental | TbHK1 inh | Furin inhibitor
Cn1c(N)c(S(=O)(=O)c2ccc(Br)cc2)c2nc3ccccc3nc21 | -7 | 0 | -6 | 10 | 3 | -1 | 4 | -9 | -15
O=C(OCC(=O)N1CCOCC1)c1ccc2c(c1)OCCO2 | 0 | 0 | 5 | 14 | -5 | 1 | 3 | 1 | -21

Other records.
SMILES | RBBP9 inh | p97 inhibitor | p47phox inh | PGE2 EP2 inh | PPC-1+TRAIL kill | Ba/F3 V617F tox | BaF3 parental | TbHK1 inh | Furin inhibitor
Cn1c(SCC(=O)Nc2cccc(S(=O)(=O)NC3=NCCCCC3)c2)nnc1-c1ccncc1 | -7 | 2 | -5 | 3 | 36 | -1 | 5 | 1 | -28
Cc1c(C(=O)Nc2ccc(F)cc2)oc2ccc(S(=O)(=O)N3CC(C)CC(C)C3)cc12 (stereo unspecified) | 2 | -2 | 0 | 2 | 0 | -1 | 7 | -25 | -20[20 µM]
O=c1[nH]c2cccnc2n1Cc1ccco1 | 7 | 1 | -10 | 6 | -2 | 0 | 1 | 0 | -4[20 µM]
CCS(=O)(=O)c1ccc2oc(SCC(=O)Nc3ccc(OC)c(OC)c3)nc2c1 | -8 | 1 | 1 | 4 | -10 | 3 | 2 | -6 | -19
CC(C)NS(=O)(=O)c1ccc(CCC(=O)Nc2ccc3c(c2)OCO3)cc1 | 2 | 4 | -2 | 3 | 1 | -4 | 2 | -7 | -7[20 µM]
CCCCN(c1ccccc1)S(=O)(=O)c1cccc2cccnc12 | 10 | 3 | 0 | 1 | 13 | -6 | 1 | -9 | -12
Cc1ccc(S(=O)(=O)N/N=C/c2ccc(C(=O)O)cc2)cc1 | -3 | 3 | -2 | 12 | 20 | -1 | -1 | -27 | -7[20 µM]
O=C(CNC(=O)c1ccccc1Cl)N/N=C/C=C/c1ccccc1 | -5 | 4 | -9 | 7 | 4 | -2 | 6 | -13 | -28
Cc1ccc(-c2c[n+](CC(=O)N3c4ccccc4Sc4ccccc43)c3n2CCC3)cc1 | -10 | 0 | -26 | 6 | 12 | 1 | 7 | 11 | -21
Cc1cc(N2CCCC2)ccc1/C=C1\NC(=S)N(C)C1=O | -18 | 2 | -122 | 10 | 13 | 1 | 9 | -11 | -26
Cc1cc(=O)oc2cc(OCC(=O)N3CCCC(C)C3)ccc12 (stereo unspecified) | -6 | -2 | -17 | 12 | 7 | -2 | 0 | -5 | -5
COC(=O)C(C)Sc1nc2c([nH]c3ccccc32)c(=O)n1C (stereo unspecified) | -8 | 4 | -9 | 6 | 22 | -2 | 4 | 1 | -21
Cn1nc(OCC(N)=O)ccc1=O | -1 | -1 | -4 | 14&12 | 7 | 0 | 5 | 3 | -18[20 µM]
CC1=C(C(=O)OCC2CCCO2)C(c2ccc(O)cc2)NC(=O)N1 (stereo unspecified) | -1 | 4 | -9 | 3 | 5 | 0 | 8 | 14 | -24
O=C(COC(=O)CCc1c[nH]c2ccccc12)Nc1cc([N+](=O)[O-])ccc1Cl | 3 | -1 | 5 | 7 | 3 | -5 | 6 | 15 | -21
COC(=O)c1cc(-c2c(C)nn(-c3ccccc3)c2C)n[nH]1 | -5 | -7 | -13 | 15 | 42 | 0 | 0 | -3 | -20[20 µM]
CCOC(=O)c1c(-c2ccccc2)csc1NC(=O)c1ccc(N2C(=O)CCC2=O)cc1 | 0 | 3 | -10 | 5 | 18 | -1 | 3 | -13 | -19[20 µM]
CCCc1nc2c(nnn2Cc2ccccc2Cl)c(=O)[nH]1 | -11 | 0 | -2 | 11&3 | 10 | -3 | 0 | 0 | -16
Cc1cc(N2CCOCC2)nc2ccc(NC(=O)CCC(=O)N3CCCC(C)C3)cc12 (stereo unspecified) | -2 | -5 | -5 | 2 | 19 | 8 | 5 | -17 | -5
CC(=O)NC1=NN(C(C)=O)C2(S1)C(=O)N(CC(C)C)c1ccc(C)cc12 (stereo unspecified) | -7 | -1 | -5 | 8 | -5 | -2 | 2 | -15 | -16
Cc1cccc(CCNS(=O)(=O)c2ccc(S(=O)(=O)N3CCC(C)CC3)cc2)c1 | -2 | 0 | nt | 12&7 | nt | 4 | -1 | -9 | -20[20 µM]
COc1ccc(CC2(C)OC(c3ccc(Cl)cc3)=NN2C(C)=O)cc1 (stereo unspecified) | 2 | 0 | -21 | 3 | 8 | -1 | 4 | -7 | -6
CCCC(=O)Nc1c(C(=O)OCC)[nH]c2ccccc12 | -5 | -1 | -8 | 11 | 21 | 0 | -1 | -10 | -22
COc1cccc(N=c2oc3ccccc3cc2-c2nc3ccccc3[nH]2)c1 | 4 | -18 | 2 | 1 | 44 | 4 | 9 | -22 | 8[20 µM]
Cc1ccc2cccc(OCc3ccccc3)c2n1 | -8 | 6 | 3 | 8 | -4 | -3 | 3 | -10 | -30
CCCc1nc2ccccc2n1CC(O)COc1ccc(NC(C)=O)cc1 (stereo unspecified) | 2 | 3 | 3 | 7&0 | 7 | -1 | 0 | -4 | -11
Cc1ccc2c(c1)COc1c3ccc(C(=O)NCCO)cc3nn1-2 | nt | nt | 8 | 10 | 23 | nt | nt | -27 | -23
CCN(CC)CCNC(=O)c1cc(Sc2nnc(C)s2)nc2ccccc12 | -2 | 2 | -2 | 5 | -6 | 0 | 5 | -7 | -10
CCCN(CCC)CC(C)(C)NS(=O)(=O)c1ccc(Cl)cc1 | -5 | 0 | 0 | 9 | -11 | -4 | 0 | -7 | -4

In the list so far, these contain an NH in an aromatic ring.
SMILES | RBBP9 inh | p97 inhibitor | p47phox inh | PGE2 EP2 inh | PPC-1+TRAIL kill | Ba/F3 V617F tox | BaF3 parental | TbHK1 inh | Furin inhibitor
Cc1cnc(CN(C)Cc2c(C(=O)N3CCc4ccccc4C3)nc3ccc(Cl)cn23)[nH]1 | -8 | -5 | 0 | 2 | 8 | 3 | 8 | 2 | -10
COc1ccc(Cn2c(=S)[nH]c3ccsc3c2=O)cc1 | 1 | 2 | -8 | 5 | 25 | 2 | 4 | 20 | -8
CCOC(=O)c1[nH]c(C)c(C(=O)NCCc2ccc(OC)cc2)c1C | -7 | 1 | -2 | 10 | 0 | -2 | 0 | -4 | -18
O=c1[nH]c2cccnc2n1Cc1ccco1 | 7 | 1 | -10 | 6 | -2 | 0 | 1 | 0 | -4[20 µM]
COC(=O)C(C)Sc1nc2c([nH]c3ccccc32)c(=O)n1C (stereo unspecified) | -8 | 4 | -9 | 6 | 22 | -2 | 4 | 1 | -21
O=C(COC(=O)CCc1c[nH]c2ccccc12)Nc1cc([N+](=O)[O-])ccc1Cl | 3 | -1 | 5 | 7 | 3 | -5 | 6 | 15 | -21
COC(=O)c1cc(-c2c(C)nn(-c3ccccc3)c2C)n[nH]1 | -5 | -7 | -13 | 15 | 42 | 0 | 0 | -3 | -20[20 µM]
CCCc1nc2c(nnn2Cc2ccccc2Cl)c(=O)[nH]1 | -11 | 0 | -2 | 11&3 | 10 | -3 | 0 | 0 | -16
CCCC(=O)Nc1c(C(=O)OCC)[nH]c2ccccc12 | -5 | -1 | -8 | 11 | 21 | 0 | -1 | -10 | -22
COc1cccc(N=c2oc3ccccc3cc2-c2nc3ccccc3[nH]2)c1 | 4 | -18 | 2 | 1 | 44 | 4 | 9 | -22 | 8[20 µM]
